# RT RNaseH block – blocks HIV-1 RNase H cleavage of RNA/DNA duplex | AID 565 | P04585 | RT-RNase H RNA/DNA duplex cleavage, fluorescence | 65,000 tested, 1.9% active | inhibition, % at 10 µM; in the data active means inhibition above about 50%
# RmlCD inh mix – mixture blocks RmlC and RmlD coupled enzyme activity. RmlC/RmlD coupled enzyme inhibition, 384-well mixture HTS. inhibition, % at 5.5 µM. 110,000 tested, 0.39% active. AID 1532; in the data active means inhibition above about 30%, passing the limit was not always enough; further: strong numbers were not always called active
# Starred values were filed as active, the others as inactive; . = not tested or not shown.
structure	RT RNaseH block	RmlCD inh mix
CN1C(=O)COc2ccc(C(=O)c3oc4ccccc4c3-c3cnc4c(c3)COc3ccccc3-4)cc21	.	-9
COc1cc2c(cc1OC)-c1nnc(-c3cccs3)n1C1(CCCC1)C2	.	12
CCOC(=O)c1c(C)[nH]c(C(=O)COC(=O)c2ccccc2NC(=O)c2ccco2)c1C	13	1
C=C1CSc2nc(=O)c3c4c(sc3n21)CCCC4	-23	8
COc1cc(SC)ccc1C(=O)NCCOc1c(C)cc(C)cc1C	.	-8
COc1cccc(-c2nc(S(=O)(=O)c3ccccc3)c(N3CCOCC3)o2)c1	-23	-10
Cn1cc([N+](=O)[O-])c(C(=O)Nc2nc(-c3ccc(Cl)cc3)cs2)n1	.	-19
O=C(Cn1cnc2c(cnn2-c2ccc(F)cc2)c1=O)OCc1ccccc1	-29	6
O=C(C1CCC1)N(CCc1ccccc1)Cc1nc2ccccc2c(=O)[nH]1	-5	5
CN(C1CCCCC1)S(=O)(=O)c1ccc(S(=O)(=O)N2CCCC2)cc1	-27	75
CCOc1ccc2c(c1)sc1nc(C(=O)OC)cc(=O)n12	-6	8
CN1CCN(C(=O)c2cc3c(ccc4ccccc43)oc2=O)CC1	-10	15
O=C(Cc1c(F)cccc1Cl)NCC1CCCO1 (centres undefined)	-4	17
CCOCC(=O)NCc1ccc2c(c1)cc(C)n2C	-1	.
Cc1c(S(=O)(=O)Nc2ccc3c(c2)OCCO3)c(=O)n(C)c(=O)n1C	-6	10
CCC(=O)Nc1nc2n(n1)C(c1ccc(OC)cc1)C=C(c1ccccc1)N2 (centres undefined)	.	-82
CC(=O)Nc1ccc(S(=O)(=O)Nc2nc3n(n2)C(c2ccccc2)CC(=O)N3)cc1 (centres undefined)	-6	-7
COc1cc(OC)nc(Oc2ccccc2C(=O)Oc2ccc(C)cc2)n1	.	8
O=C(Cn1nnc(-c2ccc(S(=O)(=O)N3CCCC3)cc2)n1)Nc1ccccc1-n1cccc1	0	4
CN1C(=O)N(C)C2(c3ccccc3)NC(=O)NC12c1ccccc1 (centres undefined)	-9	-8
COc1ccc2nc(NC(=O)c3cnccn3)sc2c1	16	-10
CCOC(=O)C1CCCN(c2c(NCCCN3CCCC(C)C3)c(=O)c2=O)C1 (centres undefined)	-1	14
c1ccc2c(Nc3nc4c(s3)CCCC4)cccc2c1	.	-10
CC(C)C1=C2CCCCC2NC(=O)N1 (centres undefined)	-48	3
Fc1cccc(-c2cc3nc4c(c(N5CCOCC5)n3n2)CCCC4)c1	2	11
COc1ccc2c(c1)CC[C@@H]1[C@@H]2CC[C@]2(C)C(=O)CC[C@@H]12	.	1
CC(C)Oc1ccc(C2NC(=O)NC2=O)cc1 (centres undefined)	-16	-28
CC1=C(C(=O)OC(C)C)C(C)C(C(=O)OC(C)C)=C(C)N1	-5	-11
CN(C(=O)CN1CCC(NC(=O)C2CCCCC2)CC1)C1CCCCC1	1	-12
CC(C)C(=O)Nc1nnn(C)n1	-18	-12

# 2 records picked at random from the list so far, as already listed:
structure	RT RNaseH block	RmlCD inh mix
CC1=C(C(=O)OC(C)C)C(C)C(C(=O)OC(C)C)=C(C)N1	-5	-11
COc1cc2c(cc1OC)-c1nnc(-c3cccs3)n1C1(CCCC1)C2	.	12

# More records.
structure	RT RNaseH block	RmlCD inh mix
O=C(Nc1ccccc1N1CCCCC1)c1ccc(F)cc1	.	59
Cc1cccc(NC(=O)c2cc(S(=O)(=O)c3ccccc3)ccc2Cl)c1	.	7
Cc1ccccc1-n1c(Cn2c(=O)sc3ccccc32)nnc1SCC(=O)Nc1nccs1	-1	9
COc1cc(-c2nc3cnccn3c2Nc2c(C)cccc2C)ccc1O	.	-79
Cc1onc(-c2ccccc2)c1C(=O)NCc1ccco1	2	-3
c1ccc(Cn2nnnc2C(c2cccs2)N2CCCCCC2)cc1 (centres undefined)	-5	5
CN1C(=O)CC(NNC(=O)c2ccc(Cl)cc2)C1=O (centres undefined)	.	3
O=C(Nc1ccc(F)cc1)c1oc2ccccc2c1NC(=O)C1CCCC1	24	.
O=C(NNC(=O)c1ccccc1-n1cccc1)c1ccccc1	.	-2
COc1ccc2[nH]c(=O)c(-c3nnn(-c4ccc(Cl)c(Cl)c4)n3)cc2c1	.	8
CCSc1ncc(/C=N/Nc2ccc(F)cc2)n1C	.	6
CN(C)S(=O)(=O)c1cccc(C(=O)OCC(=O)N2c3ccccc3NC(=O)C2(C)C)c1	-6	-13
Cc1ccc(N2C(=O)c3oc4ccccc4c(=O)c3C2c2cccnc2)nc1 (centres undefined)	-5	.
CCCC(=O)Nc1ccc2oc(-c3ccc(OC)c(Br)c3)nc2c1	-4	-1
CCOC(=O)N1CCN(C(=O)CN(c2cccc(OC)c2)S(C)(=O)=O)CC1	.	9
O=C(CCSCCc1ccccn1)Nc1ccccn1	-35	10
COc1cc(C(=O)Nc2ccc(-n3cnnn3)c(C)c2)cc(OC)c1OC	-1	-1
COC(=O)C1=C(C)N(C)C(C)=C(C(=O)OC)C1c1ccc(F)c(Br)c1	-26	-6
CCCN(CCC)C(=O)c1ccccc1C(=O)N(CCC)CCC	.	-12
CCOC(=O)c1ccc(NC(=O)Nc2ccc3c4c(cccc24)C(=O)N3CC)cc1	6	18
Cc1ccnc2ccc(-c3nc4ccccc4o3)cc12	-44	-6
COc1cc(C)c(/C=C/C(C)=C/C=C/C(C)=C/C(=O)O)c(C)c1C	.	1
O=C(NCc1ccco1)c1cc(C(=O)C2CC2)c[nH]1	.	0
COc1ccc(C(=O)NCCNC(=O)c2cc(OCC(F)(F)F)ccc2OCC(F)(F)F)cc1	.	-38
CC(=O)Nc1cc(C(=O)N2CCOCC2)ccc1S(=O)(=O)c1ccc(C)cc1	-2	-11
CC(=O)N(CCP(=O)(c1ccccc1)c1ccccc1)Cc1ccco1	-8	-15
O=C(O)COc1ccccc1C1C2C(=O)N(c3ccc(F)cc3)C(=O)C2ON1c1ccccc1 (centres undefined)	-6	8
CCc1nc(NCC2CCCN2CC)c2nnn(Cc3ccccc3F)c2n1 (centres undefined)	-57	2
COc1ccc2c(c1OC)C(=O)N1N=C(c3ccccc3)CC21 (centres undefined)	.	-2
Oc1ccccc1Oc1ncc(Br)c(N2CCOCC2)n1	-23	3

# Carrying on:
structure	RT RNaseH block	RmlCD inh mix
CC(C)OC(=O)CC(=O)CSc1nc2c(cc1C#N)CCCC2	-3	59*
O=C(CSCCO)Nc1cccc2ccccc12	-25	7
CCc1nnc(NC(=O)CSc2nnc(-c3ccccc3OC)n2-c2ccccc2)s1	4	11
Cc1ccnc(N(C(=O)c2cccs2)C(=O)c2cccs2)c1	-2	4
CC[C@@H](CO)C1CC2NC3CC4(c5ccccc5N(C)[C@@H]24)C(O)C31 (some centres undefined)	.	-13
O=C(c1ccco1)N1CCN(CC2CC3C=CC2C3)CC1 (centres undefined)	-4	8
CCCCNC(=O)C1CC(c2ccc(C(F)(F)F)cc2)=NO1 (centres undefined)	.	4
CCOC(=O)C1CCCN(c2c(NCc3ccco3)c(=O)c2=O)C1 (centres undefined)	-4	-3
N#C/C(=C\c1cccc(Cl)c1)c1n[nH]c(Cn2cncn2)n1	.	15
Cc1ccccc1-c1nc(CS(=O)(=O)CC(=O)N(C)C2CCCCC2)c(C)o1	-35	-10
COc1ccc(C2NC(=O)NC(C)=C2C(C)=O)cc1 (centres undefined)	.	9
CC(C)c1cc(C(=O)NCc2ccco2)no1	1	-7
CCC(=O)NCCc1nc2cc(NC(=O)c3ccc(OC)cc3)ccc2n1C	.	4
O=C(Nc1cnc2ccccn2c1=O)c1ccc(F)cc1	3	10
COc1c(Cl)cnn(-c2ccc(C)cc2)c1=O	.	15
Cc1ccc(S(=O)(=O)Cn2nnnc2C(c2ccccn2)N2CCN(c3ccccc3)CC2)cc1 (centres undefined)	-5	-11
CCOC(=O)C(CC)Sc1ncnc2nc[nH]c12 (centres undefined)	-15	12
CC(=O)N1CCC(=O)N(C(C)C)c2ccccc21	-13	-2
CCCOc1ccc(C(=O)N2CCN(c3ccc(NC(=O)CC)cc3Cl)CC2)cc1	3	-2
O=C(O)CCSCc1ccccc1F	-4	-10
CN(CC(=O)NC1CCCCC1)S(=O)(=O)c1ccc(Cl)cc1	-4	-5
CCO[C@H]1OC(C(=O)N2CCN(Cc3ccccc3)CC2)=C[C@@H](C)[C@@H]1CCCO	.	-8
COc1ccc(C=C(C(C)=O)C(C)=O)cc1OC	.	-22
Cc1cc(=O)n2nc(N3CCC(C(=O)N4CCN(Cc5ccccc5)CC4)CC3)sc2n1	-3	13
CCOc1cc(-c2ccccc2)nc(N)n1	-25	12
Cc1cc(S(=O)(=O)N(C)CCc2ccccc2)ccc1-n1cnnn1	-12	-20
Cn1c(SCC(=O)N2CCOCC2)nnc1-c1ccc(NC(=O)c2ccccc2F)cc1	-14	13
Cc1ccc(SCCNC(=O)/C=C/c2ccccc2Cl)cc1	.	-4
CN1CCN(c2ccc(NC(=O)Oc3ccccc3)cc2)CC1	.	-10
CCOc1c2ccc(C(=O)NCc3ccc4c(c3)OCO4)cc2nn1CC	.	5

# Other records.
structure	RT RNaseH block	RmlCD inh mix
CC(O)(C#CCN1CCCCC1)c1ccccc1 (centres undefined)	.	-13
CCc1ccc(C(=O)NCC2COc3ccccc3O2)o1 (centres undefined)	-25	6
CCOC(=O)c1sc(N)nc1C(C)C	.	-14
CCOC(=O)Nc1ccccc1N1C(=O)c2ccccc2C1=O	-93	-6
COc1ccc2[nH]c(=O)c(C(c3nnnn3C3CCCC3)N3CCN(Cc4ccc5c(c4)OCO5)CC3)cc2c1 (centres undefined)	.	-11
Cc1cc(CC(C)C)n(-c2nc3ccccc3c(=O)n2OCC(N)=O)n1	-1	-9
COC(=O)c1ccc(OCCN2C3=NCCN3c3ccccc32)cc1	-9	4
CCOC(=O)NC1(C(F)(F)F)C(=O)N(Cc2ccccc2)C2=C1C(=O)CC(C)(C)C2 (centres undefined)	.	8
COCn1c(-c2cccc(Br)c2)nc2ccccc21	-44	-9
O=C(N/N=C\c1ccc(-c2ccccc2[N+](=O)[O-])o1)C1COc2cc3ccccc3cc2O1 (centres undefined)	.	28
Cc1c(Br)c([N+](=O)[O-])nn1CC(=O)NCc1ccccn1	.	8
Cc1nc2ccc(N)cc2c(=O)n1Cc1ccc(Cl)cc1	0	19
O=C1c2ccccc2C(=O)N1CCSc1nncs1	-27	-14
COC(=O)c1oc2ccc(Br)cc2c1NC(=O)CN1CCN(C)CC1	-4	-11
Cc1nc2c(-c3ccccc3)c(C)nn2c(C)c1CC(=O)O	-12	-13
COc1ccc(CCC(=O)NCCc2cn3c(C)csc3n2)cc1	-4	-12
N#CC(=C1CCCC1)c1nc(-c2ccc(Cl)cc2)cs1	.	-12
COc1ccc(CCNC(=O)C2CCN(S(C)(=O)=O)CC2)cc1OC	-12	-17
COc1ccc2c(c1)[nH]c1c(=O)n(CCc3cnc[nH]3)cnc12	-4	-6
CCN1CCN(c2ncnc3c2oc2nc(C)c4c(c23)CC(C)(C)OC4)CC1	-6	.
O=C(CSc1nnc(C2CC2)n1-c1ccccc1)NCCc1ccccc1	.	5
CC(=O)c1ccc(OCCCN2CCCCC2)cc1	.	16
O=C(CN1C(=O)c2cccc3cccc1c23)NCC1CCCO1 (centres undefined)	-10	-3
O=C(O)CC1CCC(=C(Cl)Cl)C1 (centres undefined)	6	1
Cc1ccc(NC(=O)c2sc3nc4c(c(-c5ccco5)c3c2N)CCC4)cc1	.	2
CC1(C)CC(=O)N(CC(=O)NCc2ccccc2)c2ccccc2S1(=O)=O	0	-6
C=CCSc1nc(Cc2ccc(Cl)cc2)nc2ccccc12	.	3
COC(=O)C(Cc1ccccc1)NS(=O)(=O)c1ccccc1Br (centres undefined)	.	-9
COc1ccc(CNC(=O)CSCc2cnn(-c3ccccc3)c2-n2cccc2)cc1	.	2
CC(C)(C)C(=O)O/N=C1/C(=O)N(c2ccccc2)c2ccccc21	.	-12

# Given with two lines to a compound: entries from further up
# Every second line gives: RT RNaseH block, RmlCD inh mix
> Cc1onc(-c2ccccc2)c1C(=O)NCc1ccco1
    2, -3
> c1ccc(Cn2nnnc2C(c2cccs2)N2CCCCCC2)cc1 (centres undefined)
    -5, 5
> CN1C(=O)CC(NNC(=O)c2ccc(Cl)cc2)C1=O (centres undefined)
    ., 3
> O=C(Nc1ccc(F)cc1)c1oc2ccccc2c1NC(=O)C1CCCC1
    24, .
> O=C(NNC(=O)c1ccccc1-n1cccc1)c1ccccc1
    ., -2
> COc1ccc2[nH]c(=O)c(-c3nnn(-c4ccc(Cl)c(Cl)c4)n3)cc2c1
    ., 8
> CCSc1ncc(/C=N/Nc2ccc(F)cc2)n1C
    ., 6

# (list continues)
structure	RT RNaseH block	RmlCD inh mix
COc1ccc(-n2c(Cc3cc(=O)[nH]c(=O)[nH]3)nnc2SCc2ccccc2)cc1	-4	-11
O=C1/C(=C/c2ccc([N+](=O)[O-])cc2)C=C(c2ccccc2)N1c1ccccc1	.	-2
Cc1ccc(C)n1NC(=O)c1ccccc1Cl	0	-5
COc1cc2c(cc1OC)CN(CC(=O)Nc1ccc(C#N)cc1)CC2	.	8
CCCCn1c(=O)c(C(=O)OCC)c(O)c2ccccc21	-22	13
COC(=O)c1cn(C(=O)OC)c2ccccc12	-25	59
Cc1nn(C(=O)c2cccnc2)c(C)c1C	-7	18
O=C(NC1CCCCC1)NC1CC2CCCC(C1)N2C1CCCC1 (centres undefined)	.	-4
Cc1nnc(NC(=O)Nc2cccc(Cl)c2)s1	-11	-1
CN(C)CCOc1ccccc1C(C)(C)C	.	2
COC(=O)c1sc(NC(=O)c2ccoc2C)nc1C	5	1

# Not all compounds are listed. The share of hits here may be higher or lower than overall.
